# PKA-R2B act = activates the human PKA-R2B holoenzyme complex | P22694+P31323 | PKA-R2B holoenzyme dissociation, Cy5-IP20 fluorescence polarization; R2B truncated from residue 108, S112A mutant; 0% DMSO only, 100% 113 µM cGMP | activation, % at 11.4 µM | 0.079% of 340,000 active | AID 504700;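 active = activation above a cutoff set at the mean over all compounds plus 3 SD, cut at about 18% in these data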;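 also: higher means more holoenzyme dissociation and a rise in polarization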
# SR-BI uptake up = enhances SR-BI lipid uptake from DiI-HDL; CHO ldlA[mSR-BI] cells, DiI-HDL uptake fluorescence, 3 h; 100 = double the neutral-control signal; 0.096% of 320,000 active; activation, % at 12.5 µM; AID 504775;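 active = mean replicate activation of at least 60% and every replicate at or above 60%; inconclusive = mean or all-replicate condition met, but not both; inactive = mean below 60% and not all replicates reaching 60%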;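 also: 0% = median plate neutral-control signal and 100% = twice that signal; values of inactives mirror those of a sister screen read the other way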
#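 Assay system: LDL receptor-deficient CHO ldlA cells overexpressing murine SR-BI / Medium: BSA-supplemented, HEPES-buffered Ham's F12, pH 7.4 / Probe or stimulus: DiI-labelled HDL at 10 µg/mL final / Timing: compound with DiI-HDL co-incubation, 3 h at 37 °C / Technique: bottom-read cell fluorescence after medium removal, ex 550/em 595 nm / Measure: HDL uptake via cellular fluorescence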
# NSD2 inh = inhibitors of human histone methyltransferase NSD2; O96028; NSD2 peptide methylation, AlphaScreen, 120 min; inhibition, % at 12.5 µM; 0.54% of 310,000 active; in the data active = inhibition above about 50%
# CDK5 p35 inh = inhibitors of human CDK5/p35 kinase; Q00535+Q15078; Recombinant CDK5/p35, ADP-Glo luminescence, 60 min; inhibition, % at 10 µM; 0.01% of 330,000 active; AID 488839;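 active = highest replicate inhibition of at least 50% and at least 75% of replicates reaching 50%; inconclusive = only one of the two criteria met; inactive = both criteria failed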;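 also: plate controls were DMSO neutral control for no effect and GW8510 at 10 µM for full effect; many of its hits are not listed in these tables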
# MITF act = increases MITF-driven TRPM1 promoter luciferase signal; 0.75% of 300,000 active; activation, % at 12.5 µM; AID 588334; SK-MEL-5 TRPM1-promoter luciferase, 24 h; % of positive control, neutral wells = 0;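 active = mean activation of at least 80% with every replicate also reaching 80%; inconclusive = mean reaches 80% but some replicate falls short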;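 also: 0% = neutral control wells and 100% = parthenolide positive control wells; values of inactives mirror those of a sister screen read the other way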
# Arrestin-AP2 inh = human beta-arrestin and AP2 interaction inhibition | FITC-arrestin peptide / GST-AP2 beads, flow cytometry; AP2 beta2 appendage carries R879A mutation | AID 504490 | 0.31% of 340,000 active | inhibition, % at 10 µM;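 active = inhibition above a set limit, near 3 SD of compounds lacking own fluorescence, cut at about 54% in these data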;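 also: plate controls were DMSO wells for no effect and 5 µM unlabelled arrestin peptide for full effect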
#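 Measured by: flow cytometry, FL1 (488/535 nm); Material: AP2 appendage R879A on GSH beads; Evaluation: percent response; Timing: pre-incubation 12 min, peptide binding 1 h, room temperature; Also added: 50 nM FITC-arrestin peptide; Medium: PBS with 0.05% Tween 20 and 0.1% BSA.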
# SR-BI HDL uptake = blocks mouse SR-BI lipid uptake from DiI-HDL. AID 488896. ldlA[mSR-BI] CHO cells, DiI-HDL uptake fluorescence, 3 h. inhibition, % at 12.5 µM. 0.96% of 320,000 active;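 active = mean replicate inhibition of at least 70% and a set share of replicates each scoring 70 or more; inconclusive = meets just one of the two criteria; inactive = fails both criteria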;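 also: 0% = median of neutral control wells and 100% = median of positive control wells; values of inactives mirror those of a sister screen read the other way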
# SUMO Mot1 rescue = SUMOylation pathway inhibition by Mot1-301 growth rescue. S. cerevisiae Mot1-301 growth rescue, ATP luminescence, 38.5C; percent above DMSO median, 100 means doubled. growth rescue, % at 18.8 µM. 1% of 320,000 active. AID 2716;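 active = every valid replicate shows activation above 250% relative to neutral control wells; inactive = the rest, any valid replicate at or below 250%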;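 also: OY570 slx delta 5 strain wells were the positive control but not used for scaling; some compounds called inactive have numbers as strong as hits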
# DSG3 Ab inh = inhibitors of pemphigus antibody binding to human desmoglein-3. P32926. DSG3-coupled beads, scFv-anti-DSG3-GFP binding, flow cytometry; stronger effect = lower value. binding (percent of control), % at 10 µM. 0.48% of 310,000 active. AID 588358;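 active = binding more than 3 SD below its plate's average and above zero; inconclusive = below that plate limit but binding exactly zero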;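 also: hits lower antibody fragment binding to DSG3; some compounds called inactive have numbers as strong as hits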
# Target sequence (P32926 whole entry, looked up, the tested form may be a part): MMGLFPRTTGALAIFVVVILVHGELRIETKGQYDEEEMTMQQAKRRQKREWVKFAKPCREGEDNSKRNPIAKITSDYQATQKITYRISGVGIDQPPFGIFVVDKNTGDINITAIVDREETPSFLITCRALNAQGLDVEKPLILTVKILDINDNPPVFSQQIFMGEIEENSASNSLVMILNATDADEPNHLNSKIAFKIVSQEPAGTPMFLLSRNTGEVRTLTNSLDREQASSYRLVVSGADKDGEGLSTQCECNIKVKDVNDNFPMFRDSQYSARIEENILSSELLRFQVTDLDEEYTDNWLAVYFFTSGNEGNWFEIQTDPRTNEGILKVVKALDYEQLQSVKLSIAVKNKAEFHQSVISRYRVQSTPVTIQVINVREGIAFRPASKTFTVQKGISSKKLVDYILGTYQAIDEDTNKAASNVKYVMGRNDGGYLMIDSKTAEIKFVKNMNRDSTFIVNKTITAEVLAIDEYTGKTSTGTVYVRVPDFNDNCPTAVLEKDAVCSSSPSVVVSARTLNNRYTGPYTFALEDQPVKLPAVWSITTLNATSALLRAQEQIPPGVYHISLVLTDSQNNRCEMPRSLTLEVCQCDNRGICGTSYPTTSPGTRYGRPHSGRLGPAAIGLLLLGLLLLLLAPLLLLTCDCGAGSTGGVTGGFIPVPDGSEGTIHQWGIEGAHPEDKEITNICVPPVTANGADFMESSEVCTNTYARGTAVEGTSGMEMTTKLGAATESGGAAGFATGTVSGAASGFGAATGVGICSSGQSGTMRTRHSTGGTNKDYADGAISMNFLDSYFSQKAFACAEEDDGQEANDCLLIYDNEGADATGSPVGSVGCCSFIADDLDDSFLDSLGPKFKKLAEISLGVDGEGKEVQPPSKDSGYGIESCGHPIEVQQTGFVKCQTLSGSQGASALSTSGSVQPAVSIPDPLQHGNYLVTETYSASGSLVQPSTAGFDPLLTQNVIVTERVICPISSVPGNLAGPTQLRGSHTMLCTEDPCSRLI
# dFosB act = enhances mouse delta FosB homodimer DNA binding. purified delta FosB, TAMRA-CDK5 oligo fluorescence polarization; percent of positive-control signal above neutral wells. activation, % at 25 µM. 0.99% of 340,000 active. P13346. AID 493131;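 active = mean activation above about 17%, with every replicate also reaching it, limit read from the data, passing the limit was not always enough; inconclusive = only one of the two conditions met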;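 also: fluorescence polarization rise as delta FosB binds a TAMRA Cdk5 AP-1 oligo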
# PKA-R1A activ = activates the PKA-R1A holoenzyme complex; P00514+P68181; PKA-R1A dissociation, Cy5-IP20 fluorescence polarization; scaled: DMSO 0%, 113 µM cGMP 100%; activation, % at 11.4 µM; 0.083% of 340,000 active;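 active = percent activation above the mean of all tested compounds plus 3 SD, cut at about 19% in these data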;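 also: higher means more PKAc released from R1A so a rise in polarization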
# The depositor's hits bear a star; ? = inconclusive; . = no result given. An unsorted share of the library (roughly 4.7% active in at least one column).
SMILES,PKA-R2B act,SR-BI uptake up,NSD2 inh,CDK5 p35 inh,MITF act,Arrestin-AP2 inh,SR-BI HDL uptake,SUMO Mot1 rescue,DSG3 Ab inh,dFosB act,PKA-R1A activ
COc1ccc(OC)c(N2CC(O)(c3cccs3)[N+]3=C2SCCC3)c1 (stereo not drawn),-12,-4,.,0.2,4,20,4,.,83,1,4
CN(CC(=O)Nc1ccc(Cl)c(C(F)(F)F)c1)C(=O)CCC(=O)c1ccccc1,11,24,1,-0.2,-1,0,-24,-14,95,-5,-5
CCNc1ccc(Br)cc(C(=O)/C=C/c2ccc(Cl)cc2)c1=O,4,-27,.,1.0,-26,35,27,-1,108,-11,-4
CCCCC1=CC2=C(c3ccco3)C(=O)C(C)(OC(=O)c3ccc(OC)cc3)C(=O)C2=CN1CC1CC1 (stereo not drawn),8,-13,.,0.8,-2,31,13,-6,102,11,4
CCOc1ccc(C2NC(=O)Cc3cc(OC)c(OC)cc32)cc1 (stereo not drawn),2,1,-3,0.9,4,35,-1,21,100,3,4
O=C(Cn1nnc2ccccc21)c1ccc(Br)cc1,4,17,0,1.9,48,31,-17,-30,13*,-1,0
N=C(N)SCc1ccccn1,2,37,-2,.,-13,-6,-37,-17,93,5,7
CCOc1cc(CNCc2cccnc2)cc(Br)c1OCC(N)=O,-5,27,3,1.0,.,-6,-27,-5,111,-1,-2
CCCn1cc(S(=O)(=O)c2ccc(Cl)cc2)c(=O)c2cc(OC)ccc21,1,3,-1,2.2,7,7,-3,-9,104,-10,0
COc1ccccc1/C=C/C(=O)NC1CC2CCC1C2 (stereo not drawn),1,-3,5,2.3,.,22,3,-19,114,-17,1
COc1ccc(S(=O)(=O)N(C)CC(=O)NCC2CCCO2)cc1OC (stereo not drawn),-2,.,2,-0.9,5,22,.,2,113,-7,-6
Cc1ccc(S(=O)(=O)c2c(COC(=O)c3ccc(Cl)cc3)c(-c3ccccc3)nn2C)cc1,4,-2,1,0.8,-14,2,2,-6,103,7,0
CCn1nc(C)c(/C=N/NC(=O)Cn2nnc(N)n2)c1C,-10,13,-2,-4.0,.,11,-13,-16,106,4,5
C=CCNCCOc1ccc(C(C)(C)c2ccccc2)cc1,0,14,14,-0.4,-5,-4,-14,19,110,-7,-9
COc1cc(CCC(=O)N2CCN(S(=O)(=O)c3ccc(C)c(C)c3)CC2)cc(OC)c1OC,-4,5,1,-0.2,-4,-4,-5,-13,102,0,-5
NC(=O)c1ccc(Nc2ccc3c(c2)CCC3)c([N+](=O)[O-])c1,2,2,.,-0.6,4,38,-2,2,93,-3,6
CC(C)CCN(CC(=O)NCc1ccc(F)cc1)S(=O)(=O)c1ccccc1F,-17,15,-6,1.1,3,-3,-15,-2,111,-8,-5
COc1cc(CNC(C)c2ccccc2)cc(Cl)c1OCC(=O)Nc1ccccc1 (stereo not drawn),4,-58,-2,0.8,-2,13,58,8,104,6,-4
O=C1CCCN1CCNC(=S)Nc1ccccc1,-18,13,0,11,7,10,-13,14,95,1,-14
Cc1oc(CSCCSCc2cc(C(=O)O)c(C)o2)cc1C(=O)O,-5,-5,0,0.4,.,-4,5,-4,121,0,-9
CC(C)Cn1c(N2CCN(C(=O)c3cccs3)CC2)nc2ccccc21,13,-56,-2,-0.4,.,27,56,.,82,-5,-2
Cc1cc(N2CCOCC2)ccc1/C=C1\NC(=O)N(CC(=O)Nc2ccccc2C)C1=O,0,.,.,-1.2,-3,-2,16,-18,.,2,-15
COC(=O)Cn1cc(C(=O)c2ccco2)c2ccccc21,6,-21,0,2.2,4,-4,21,-32,100,-8,0
CCOC(=O)N1CCN(c2ccncc2S(=O)(=O)N2CCCCC2)CC1,-3,24,0,-0.6,-2,11,-24,107,.,-6,-4
C[C@H]1CN([C@@H](C)CO)C(=O)c2cccc(NS(=O)(=O)c3cn(C)cn3)c2O[C@H]1CN(C)S(C)(=O)=O,8,-12,.,-0.7,2,5,12,0,100,-4,4
CCNC(=O)C1CN(S(=O)(=O)c2ccccc2)CCN1S(=O)(=O)c1ccccc1 (stereo not drawn),-6,12,0,-1.9,-9,0,-12,-15,93,-3,-12
CCn1c(SCc2ccc(C#N)cc2)nnc1-c1ccc(S(=O)(=O)N2CCCCC2)cc1,2,-26,-3,0.2,-18,-11,26,113,100,-12,11
O=c1[nH]c(SCCOc2cccc3ccccc23)nc2ccccc12,2,3,-1,-3.3,-10,1,-3,65,95,2,-7
COc1ccccc1NCCC(=O)OCC(=O)NC1CCCCCC1,-3,5,.,0.6,-4,5,-5,-13,94,-5,-5
CSc1nc2sc3c(c2c(=O)n1C)CCCC3,0,2,-2,2.7,54,-3,-2,-11,103,-1,-3
Cc1ccc(C)c(CNc2ccc(S(=O)(=O)N3CCCCC3)cc2)c1,-8,-19,-6,-1.0,-15,-1,19,0,.,-4,-22
Cn1c(=O)c2c(ncn2CC(=O)Nc2ccccc2)n(C)c1=O,0,17,1,1.5,7,0,-17,11,106,-5,-1
COc1ccccc1CN1CCN(Cc2ccc3ccccc3c2)CC1,-1,12,9,-0.2,-5,-7,-12,14,101,-11,4
CCN(C(=O)CSc1nc(C2CC2)n(-c2ccccc2)n1)C1CCS(=O)(=O)C1 (stereo not drawn),6,13,3,0.2,0,1,-13,.,114,-13,8
N=c1c2ccccc2nc2n1CCCCCCCCCCC2,-14,6,0,1.5,.,10,-6,-17,103,-19,-5
NC(=O)C1Cc2ccccc2CN1C(=O)c1nn(Cc2ccccc2)c(=O)c2ccccc12 (stereo not drawn),2,-25,1,-0.3,.,36,25,-1,.,4,-5
CCC(Oc1ccccc1F)C(=O)NCCCn1ccnc1 (stereo not drawn),-9,.,-4,-4.2,-9,0,.,73,118,-4,-11
COc1ccc(C(=O)N2CCCC2)cc1S(=O)(=O)N1CCC(C)CC1,-3,14,-6,-1.0,-1,28,-14,3,.,2,-11
Cc1cc(C)n(-c2nnc(NC34CC5CC(CC(C5)C3)C4)nn2)n1,-2,13,16,0.2,138*,-17,-13,4,93,-13,1
Cc1oc(CC(C)C)cc1C(=O)Nc1ccc(C(=O)O)cc1,1,-15,0,1.3,.,-5,15,-13,97,-4,3
O=C(CCc1ccccc1)NCC(=O)N/N=C/c1ccc(O)cc1O,-10,.,-4,-0.2,-23,-9,.,26,99,2,-3
O=C(CSc1nncc2ccccc12)Nc1cccc(O)c1,-1,.,-9,0.3,-2,0,.,3,102,-7,7
O=C(Nc1cccc(NC(=O)c2ccc(F)cc2)c1)c1ccc(F)cc1,5,-76,-1,1.3,.,5,76*,7,113,0,-3
CCC(=O)NC(c1ccccc1)c1c(O)ccc2ccccc12 (stereo not drawn),0,-2,0,0.2,5,8,2,-4,96,-1,0
Cc1ccc(-c2cc(NC(=O)CSc3n[nH]c(N)n3)n(-c3ccccc3)n2)cc1,-15,.,0,-0.2,22,1,.,23,.,-8,-10
Cc1ccc(S(=O)(=O)Nc2ccc(S(=O)(=O)Nc3ncccn3)cc2)cc1,-3,17,.,0.7,-9,9,-17,-3,110,-2,-12
CCc1cccc(CC)c1NC(=O)CSc1nnc(C2CC2)n1N,-1,.,-1,1.4,-2,1,.,.,98,-7,2
COc1cc(/C=C2\SC(=S)N(Nc3ccccc3)C2=O)ccc1O,7,-1,21,3.2,?,8,1,352,100,?,7
CS(=O)(=O)c1ccc(C(=O)Nc2cc(-c3ccccc3)nn2-c2ccccc2)cc1,-13,-42,.,0.7,8,5,42,-8,100,-4,-5
Cc1cc(C)nc(Nc2cccc(Cl)c2)n1,7,12,-3,-0.2,37,13,-12,0,107,9,10
Cc1cc(C)n2ncc(C(=O)NCCc3ccccc3)c2n1,6,-9,1,0.6,32,-14,9,5,104,-4,-2
COc1cc(C2NC(=O)NC(c3ccccc3)=C2C(C)=O)c(Cl)cc1OCC(=O)O (stereo not drawn),4,19,1,0.3,-9,-8,-19,113,103,1,-7
Fc1ccccc1/C=C1\CCCC2=C1NC(=S)NC2c1ccccc1F (stereo not drawn),-8,-23,-3,0.3,-13,-25,23,15,97,-14,0
CCC(CC)C(=O)Nc1nnc(S(=O)(=O)N(CC)c2ccc(OC)cc2)s1,-8,-28,-1,3.2,.,3,28,-13,105,-5,4
O=C(NCCCn1ccnc1)c1ccc(Cl)s1,1,15,1,-1.8,-12,0,-15,-7,116,1,3
O=C(N1CCOCC1)N1CCN(C(=O)N(c2ccccc2)c2ccccc2)CC1,5,-8,-1,-1.8,3,9,8,-14,100,-5,-8
Fc1cccc(/C=N/Nc2ccccn2)c1,-8,-3,0,0.2,97*,5,3,5,99,-6,-11
CSCCC(NC(=O)COc1ccccc1)C(=O)N1CCN(c2cccc(C(F)(F)F)c2)CC1 (stereo not drawn),-2,-13,-2,-0.6,9,2,13,.,.,-16,4
O=C(Nc1ccc(Cl)cc1F)c1ccc(COc2c(F)c(F)c(F)c(F)c2F)o1,-8,-6,.,-0.9,-6,5,6,1,100,-8,-4
O=C(Nc1ccccc1N1CCOCC1)c1ccncc1,-4,24,15,1.1,0,-1,-24,.,.,-1,11
CCOc1ccc(C(=O)NCCC(=O)N2CCC3(CC2)NCCc2[nH]cnc23)cc1,0,4,3,-1.0,-10,11,-4,-6,.,-4,-12
O=C(COc1ccccc1Cl)N1CCN(c2ncccn2)CC1,-12,13,-1,0.4,-4,-8,-13,1,95,1,-9
COc1ccc(N2CC(NC(=O)Nc3ccccc3)CC2=O)cc1 (stereo not drawn),-2,.,-1,-1.7,0,-9,.,171,104,-2,2
